# APEX1 inh: APE1 (human) endonuclease inhibition. P27695. recombinant APE1, TAMRA/BHQ-2 abasic DNA cleavage fluorescence. Potency, µM (doses to about 65.8 µM), for inactives: at the top dose activity change, negative = inhibition, usual class: inhibitors. 350,000 compounds, 0.35% hits. AID 2517;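 also: plate controls were vehicle for no effect and reference inhibitor for full effect; nearly all actives have a fitted effect of over 55% in size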
# Target sequence (P27695 whole entry, looked up): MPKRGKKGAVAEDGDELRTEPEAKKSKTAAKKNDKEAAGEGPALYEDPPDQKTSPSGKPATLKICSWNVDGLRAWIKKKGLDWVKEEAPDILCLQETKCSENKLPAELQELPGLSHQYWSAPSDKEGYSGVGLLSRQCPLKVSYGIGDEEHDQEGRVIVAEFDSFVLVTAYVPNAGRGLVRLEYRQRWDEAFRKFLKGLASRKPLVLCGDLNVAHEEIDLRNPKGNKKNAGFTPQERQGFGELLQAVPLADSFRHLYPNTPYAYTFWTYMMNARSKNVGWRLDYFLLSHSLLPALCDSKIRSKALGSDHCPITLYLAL
#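 Step 1: APE1 (0.75 nM) with compound, 15 min RT. Step 2: add 50 nM fluorophore/quencher THF duplex. Step 3: three fluorescence reads 60 s apart (525/598 nm); read 3 minus read 1 = reaction progress.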
# Pol beta inh: blocks human DNA polymerase beta activity | P06746 | Pol beta primer extension/strand displacement, fluorescence kinetic | Potency, µM (doses to about 114 µM), for the others: at the highest dose activity change, negative = inhibition, usual class: inhibitors | 340,000 compounds, 1.3% hits | AID 485314; also: % is scaled to controls: 0 for no effect and ±100 for the full control effect
#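 Curves were derived by four-parameter Hill fits of normalized qHTS data. The kinetic fluorescent primer-extension read was taken at 0 and 10 min after 50 nM substrate, following a 15 min room-temperature preincubation of 10 nM enzyme with compounds.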
# Anesthetic bind: binds horse apoferritin like a general anesthetic | P02791 | apoferritin/1-aminoanthracene competitive binding, fluorescence | Potency, µM (doses to about 77.5 µM), inactives show at the highest dose activity change, negative = displacement, most hits filed as inhibitors | 350,000 compounds, 0.074% hits; also: % is scaled to controls: 0 for no effect and ±100 for the full control effect; nearly all actives have a fitted effect of over 20% in size
# Target sequence (P02791 2-175 limits assumed): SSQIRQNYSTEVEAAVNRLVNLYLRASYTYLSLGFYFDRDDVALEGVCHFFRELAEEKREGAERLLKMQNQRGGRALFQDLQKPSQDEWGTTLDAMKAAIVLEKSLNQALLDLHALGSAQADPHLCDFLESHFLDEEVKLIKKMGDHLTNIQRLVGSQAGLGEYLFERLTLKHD
#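 Steps: apoferritin (10 uM) was premixed with half-saturated 1-AMA in PBS, compounds were pin-transferred, plates stood 10 min at room temperature, fluorescence was read at 380/535 nm, and curves were fitted with a Hill equation.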
# BAZ2B block: blocks human BAZ2B; Q9UIF8; AlphaScreen BAZ2B-H3K14Ac peptide displacement; Potency, µM (titrated, usually from 114 µM), for inactives: at the top dose activity change, negative = inhibition, actives largely listed as inhibitors; 360,000 compounds, 4.4% hits; AID 504333; also: % is scaled to controls: 0 for no effect and ±100 for the full control effect; nearly all actives have a fitted effect of over 60% in size
#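 Complex of BAZ2B and biotin-H3K14Ac (50 nM apiece) forms over 30 min at RT, then faces library compounds up to 110 uM for another 30 min; AlphaScreen beads added, 20 min dark incubation, luminescence read.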
# G9a block: blocks human histone lysine methyltransferase G9a | G9a H3K9 monomethylation, AlphaScreen, 2 h | AID 504332 | Potency, µM (series often up to 102 µM), inactives show at the highest dose activity, negative = inhibition, hits mostly inhibitors | 350,000 compounds, 8.8% hits; also: % is scaled to controls: 0 for no effect and ±100 for the full control effect; nearly all actives have a fitted effect of over 75% in size
# Target sequence (Q96KQ7 913-1193 limits assumed): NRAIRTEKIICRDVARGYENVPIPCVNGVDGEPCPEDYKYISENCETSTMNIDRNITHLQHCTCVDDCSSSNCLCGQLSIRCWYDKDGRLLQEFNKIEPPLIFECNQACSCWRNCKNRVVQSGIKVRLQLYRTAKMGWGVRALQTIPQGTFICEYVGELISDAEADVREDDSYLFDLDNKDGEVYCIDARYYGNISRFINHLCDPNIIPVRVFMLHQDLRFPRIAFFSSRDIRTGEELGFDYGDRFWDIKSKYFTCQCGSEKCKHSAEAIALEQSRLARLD
#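 AlphaScreen read-out: biotin-H3K9 peptide (500 nM) methylation by 20 nM enzyme with 20 uM SAM, 2 h at room temperature after 15 min compound preincubation; anti-monomethyl H3K9 antibody plus donor/acceptor beads, 10 min dark.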
# BLM inh: blocks DNA unwinding by human BLM helicase; AID 2528; P54132; Potency, µM (doses to about 56.1 µM), inactives show top-dose activity change, negative = inhibition, actives largely listed as inhibitors; 350,000 compounds, 0.2% hits; recombinant BLM DNA unwinding, fluorescence dequenching;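 also: plate controls were vehicle for no effect and no enzyme for full effect; nearly all actives have a fitted effect of over 35% in size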
# Pol eta inh: blocks human DNA polymerase eta activity. Q9Y253. recombinant Pol eta, fluorescent DNA replication assay. Potency, µM (doses to about 114 µM), without a hit: at the top dose activity change, negative = inhibition, usual class: inhibitors. 390,000 compounds, 1.2% hits. AID 588591; also: % is scaled to controls: 0 for no effect and ±100 for the full control effect
#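 Fluorescent replication assay: 50 nM final substrate added after a 15 min room-temperature compound preincubation with 10 nM enzyme. Signal taken at 0 min and again at 10 min.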
# Pol iota inh: blocks human DNA polymerase iota activity; Pol iota fluorescent replication assay, 10 min; Potency, µM (highest dose often 115 µM), for the others: at the highest dose activity, negative = inhibition, usual class: inhibitors; 390,000 compounds, 1% hits; Q9UNA4
#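 Pol iota at 10 nM preincubated 15 min with compounds at room temperature; reaction started with fluorescent substrate, 50 nM final. Fluorescence read kinetically at 0 and 10 min; buffer-only wells as negative control.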
# POLK inh: DNA polymerase kappa (human) inhibition; Q9UBT6; purified Pol kappa, fluorescent DNA synthesis assay, 10 min; Potency, µM (highest dose often 107 µM), for inactives: at the highest dose activity, negative = inhibition, usual class: inhibitors; 400,000 compounds, 0.53% hits; also: % is scaled to controls: 0 for no effect and ±100 for the full control effect
#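 50 nM final substrate added after 15 min RT preincubation of 10 nM Pol kappa with compound; fluorescence read at 0 and 10 min.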
# * marks the source's active call; other numbers are inactive results; ? = inconclusive; . = not tested or not shown; & = joins results of further samples; [ ] = another dose, or the depositor's remark. Calls follow the shape of the dose curve; as a rule, active = well fitted curve in the direction sought with a large enough effect; inconclusive = small, poorly fitted or top-dose-only effect, or another doubt; inactive = no such curve, though single readings can be large; an effect the other way counts as inactive or inconclusive. Potency is read from the fitted curve at half-maximal effect.
# Preview, five compounds:
SMILES,APEX1 inh,Pol beta inh,Anesthetic bind,BAZ2B block,G9a block,BLM inh,Pol eta inh,Pol iota inh,POLK inh
O=C(N(c1ccccn1)c1ccccn1)C12CC3CC(CC(Cl)(C3)C1)C2,?,1%,-4%,-30%,-20%,-2%,-21%,107%[activator],-8%
Cc1cccc(C(=O)OCC(=O)Nc2nccs2)c1,13%,15%,0%,7%,.,-1%,-17%,8%,-7%
c1ccc(Cn2ncc3c(N4CCN(C(c5ccccc5)c5ccccc5)CC4)ncnc32)cc1,45%,0%,-10%,?,1%[0.501 µM],-11%,-17%,72%[activator],4%
CC(=O)Nc1ccc(S(=O)(=O)Nc2ccc3nc(C)sc3c2)cc1,11%,.,.,.,.,.,-14%,35%[activator],-1%
COCCCNC(=O)CCc1ccccc1,9%,-18%,0%,-1%,.,-1%,-8%,73%[activator],-16%

# The list itself (from the top)
SMILES,APEX1 inh,Pol beta inh,Anesthetic bind,BAZ2B block,G9a block,BLM inh,Pol eta inh,Pol iota inh,POLK inh
O=C(N(c1ccccn1)c1ccccn1)C12CC3CC(CC(Cl)(C3)C1)C2,?,1%,-4%,-30%,-20%,-2%,-21%,107%[activator],-8%
Cc1cccc(C(=O)OCC(=O)Nc2nccs2)c1,13%,15%,0%,7%,.,-1%,-17%,8%,-7%
c1ccc(Cn2ncc3c(N4CCN(C(c5ccccc5)c5ccccc5)CC4)ncnc32)cc1,45%,0%,-10%,?,1%[0.501 µM],-11%,-17%,72%[activator],4%
CC(=O)Nc1ccc(S(=O)(=O)Nc2ccc3nc(C)sc3c2)cc1,11%,.,.,.,.,.,-14%,35%[activator],-1%
COCCCNC(=O)CCc1ccccc1,9%,-18%,0%,-1%,.,-1%,-8%,73%[activator],-16%
COc1cccc(C(NC(=O)c2ccccc2F)NC(=O)c2ccccc2F)c1,-1%,27%,-1%,8%,-4%,1%,7%,24%,-1%
Cc1ccc(N2CC(NC(=O)c3ccco3)CC2=O)cc1 (configuration not stated),.,1%,-3%,3%,-2%[59 µM],1%,-7%,20%,-1%[60.1 µM]
COc1ccc(CN2CCC(C(=O)N3CCN(c4ccccc4F)CC3)CC2)cc1OC,-2%,-1%,-3%,56µM*,?,7%,-5%,3%,2%
CC(C)(C)C1CCC2(CC1)C(Nc1cccc(C(F)(F)F)c1)=NC(=S)N2CC#N (configuration not stated),2%,0%,6%,-2%,-13%[59 µM],6%,-15%,12%,-15%
CCn1ccnc1CNC(=O)CC1C(=O)NCCN1CC(c1ccccc1)c1ccccc1 (configuration not stated),14%,0%,-7%,-1%,.,-2%,-1%,27%,-5%
Cc1ccc(S(=O)(=O)c2c(C(=O)c3ccccc3)cnc3cc4c(cc23)OCCO4)cc1,-3%,-5%[57.1 µM],110%[activator],0%,-13%,-6%,-12%,6%,-1%
COc1ccccc1CNC(=O)Cc1csc2nc(-c3ccc(Cl)cc3)cn12,.,-9%,-12%,-11%,9%[59 µM],6%,-7%,-2%,-3%[60.1 µM]
O=C(CN1CCN(C(=O)C2CCCO2)CC1)Nc1ccc(Cl)c(Cl)c1 (configuration not stated),1%,-3%,-4%,-7%,79µM*,0%,-17%,30%,2%
COC(=O)C1=C(C)NC(=O)C1(NC(=O)c1ccc(Cl)cc1)C(F)(F)F (configuration not stated),.,3%,-11%,-10%,-2%[59 µM],-4%,-12%,26%,-2%[60.1 µM]
CCc1ccc2ncc3c(-c4ccc(F)cc4)nn(CC(=O)NC4CCCCC4)c3c2c1,.,4%,-2%,16%,18%[59 µM],1%,-13%,8%,0%
COc1cc(/C=N/Nc2ncnc3sc4c(c23)CCC4)ccc1O,4%,-20%,13%,-3%,19%[59 µM],-12%,?,?,-21%
COc1ccc(N(C(=O)c2cc3ccccc3oc2=O)C2C=CS(=O)(=O)C2)c(OC)c1 (configuration not stated),-3%,8%,-11%,-4%,0%,0%,-2%,83%[activator],-11%
COc1cccc(NC(=S)NCc2ccncc2)c1,24%,24%,8%,3%,4%[59 µM],-10%,-11%,7%,-6%
Cc1ccc(/C(N)=N/OC(=O)CCC2CCCCC2)cc1,-3%,22%,-14%,101%[activator],88%[activator],-5%,-9%,11%,-15%
O=C(CNc1cccc2ccccc12)N/N=C/c1ccc([N+](=O)[O-])cc1,0%,-19%,?,-2%,8.9µM*,-3%,-5%,44%[activator],-4%
NC(=O)c1cc(S(=O)(=O)NC2CCCCC2)co1,0%,12%,-10%,-5%,-7%,1%,-12%,-2%,-1%
COCC1CCN(C(=O)c2ccc(OC3CCN(Cc4ccccn4)CC3)cc2)C1 (configuration not stated),25%,2%,-7%,-11%,10%,0%,-1%,22%,-6%
CC(C)CN(C(=O)c1cccc(S(=O)(=O)N2CCCCC2)c1)C1CCS(=O)(=O)C1 (configuration not stated),-8%,0%&3%,0%&8%,-8%[57.1 µM],2%[59 µM],0%&-4%,2%&-4%,-16%&-11%,0%
O=C(OCC#CCSc1nnc(-c2cccc3ccccc23)o1)c1cccs1,-8%,2%,-10%,5%,1%,-5%,-2%,2%&0%,-12%&-5%
CC(C)NC(=O)c1ccc(CN2CCC(Cc3ccccc3)CC2)cc1,-2%,6%,-1%,-9%,.,5%,-12%,19%,1%
SMILES,APEX1 inh,Pol beta inh,Anesthetic bind,BAZ2B block,G9a block,BLM inh,Pol eta inh,Pol iota inh,POLK inh
COc1ccc(NC(=O)Nc2cc(-c3cn4cccnc4n3)ccc2OC)cc1,.,?,5%,-36%,?,-23%,?,?,-8%
Cc1nnc2c(N3CCN(CCO)CC3)nc3ccccc3n12,9%,24%,8%,-1%,-3%,3%,-14%,40%[activator],6%
Cc1ccc(-c2ccc(/C=N\NC(=O)c3cc4c(ccc5ccccc54)o3)o2)cc1[N+](=O)[O-],1%,?,-5%,2%,.,-4%,?,1%,0%
COc1ccc(N(C)C(=O)c2cc3c(Cl)nc4ccccc4c3s2)cc1,0%,-28%,-4%,1%,-17%,4%,-16%,173%[activator],-7%
COc1ccc(N2CC(c3nc(-c4ccccc4C)no3)CC2=O)cc1Cl (configuration not stated),.,-23%,-4%,7%,8%[59 µM],-11%,-26%,22%,-5%
CCCN1CCC(=NNC(=O)CSc2cc(C)c(Br)cc2C)CC1,-2%,22%,?,-5%,47%[activator][59 µM],1%,-18%,-3%,-14%
Cc1cc(C)c(NC(=O)CCc2c(C)noc2C)c(C)c1,9%,.,.,10%,24%[12.7 µM],.,-28%,10%,1%
Cc1c(O)cc2n(c1=O)-c1ccccc1C2(C)C,-6%,0%,0%,3%,-3%[59 µM],6%,-8%,15%,11%
O=C(CC1SCCNC1=O)Nc1cccc(Cl)c1 (configuration not stated),0%,3%,-20%,-5%,4%[12.7 µM],-1%,0%,11%,-14%
COc1cc(C(c2oc(CO)cc(=O)c2O)c2oc(CO)cc(=O)c2O)cc(OC)c1OC,1%,?,1%,50µM*,11µM*,2%,-17%,19%,-4%
Cc1sc2ncn(CC(=O)N(C)C3CCCCC3)c(=O)c2c1C,-6%,.,.,9%,40µM*,.,0%,31%[activator],4%
C/C(=N\NC(=S)NCc1ccccc1)c1ccco1,-8%,11%,-18%,?,?,-16%,-8%,-1%,-27%
O=C(c1cccs1)N1CCN(Cc2ccccc2)CC1,4%,46%,-10%,0%,-2%[59 µM],1%,-10%,161%[activator],-13%
Cc1cc(-c2ccc(C)c(S(=O)(=O)NCCc3ccccc3)c2)on1,.,?,7%,3%,11%[59 µM],-5%,-8%,4%,-17%
Cc1nc2ccccc2c(=O)n1NC(=O)c1ccccc1Cl,0%,29%,-12%,7%,1%,-2%,-6%,-10%,-2%
CC(CC(F)(F)F)N1CCC(n2nccc2NC(=O)CCOc2ccccc2)CC1 (configuration not stated),52%,35%,-17%,-11%,-7%,0%,-1%,31%[activator],8%
COc1ccc(OCCCC(=O)OCC(=O)Nc2ccc(Cl)cn2)cc1,10%,.,.,3%,?,.,-2%,34%[activator],-4%
CSc1ccc(C(=O)C2CCCN(C(=O)Cn3cnnn3)C2)cc1 (configuration not stated),-7%,?,-7%,2%,?,-1%,-1%,13%,-7%
COc1ccc(N(C(=O)c2snc(C(N)=O)c2N)C(C(=O)NCc2ccc(F)cc2)c2ccc(C)o2)c(OC)c1 (configuration not stated),42%[activator],-29%,-2%,-4%,-1%,-3%,-9%,25%,-10%
COC(=O)c1cc(OC)c(OC)cc1NC(=O)Cn1nnc(-c2ccccc2Cl)n1,2%,-19%,-4%,-3%,8%[12.7 µM],-9%,-9%,9%[58.9 µM],-7%
COc1ccc(OC)c(-c2noc(N3CCN(c4ccc(C(C)=O)cc4)CC3)n2)c1,.,7%,-7%,-11%,3%[59 µM],9%,-21%,12%,-4%
Cc1cc(C)nc(NC2=NCC(=O)N2c2cccc(Cl)c2)n1,2%,20%,-10%,9%,-3%[12.7 µM],-4%,11%,11%,4%
Cc1c(NC(=O)C(C)Sc2n[nH]c(N)n2)c(=O)n(-c2ccccc2)n1C (configuration not stated),-2%,5%,3%,3%,7%,-1%,-3%,-2%,2%
COC(=O)CCCn1c(-c2ccc(C)cc2)c(C)n2c3c(=O)n(C)c(=O)n(C)c3nc12,.,1%,-12%,-31%,-36%[59 µM],0%,-18%,11%,-3%
Cc1noc(C)c1S(=O)(=O)Nc1ccc2c(c1)CC(=O)N([C@H](C)CO)C[C@H](C)[C@@H](CN(C)CC1CC1)O2,7%,.,.,.,.,.,-8%,7%,0%
COCCn1c(=O)c(-c2ccc(OC)cc2)nc2cnc(Oc3ccc(OC)cc3)nc21,34%[activator],.,.,.,10%[12.7 µM],-3%,.,.,-6%[60.1 µM]
COc1ccc(OC)c(CCNC(=O)c2ccc(CS(=O)Cc3ccc(Cl)cc3)o2)c1 (configuration not stated),45%,-18%,-10%,-26%,16%,1%,-10%,37%[activator],2%
Cc1nn(C)c(Cl)c1CN1CCC(Oc2ccc(C(=O)N3CCCC3)cc2)CC1,60%[activator],-6%,-8%,-1%,-47%,0%,-19%,20%,-6%
Cc1ccc(CCNC(=O)C2CCCN(S(=O)(=O)c3c(C)nn(C)c3C)C2)cc1 (configuration not stated),-2%,35%,-1%,-4%,6%,2%,-18%,16%,1%
CN=C1C([N+](=O)[O-])=CC=C2C1=NC1(CCCCC1)N2O,-6%,40%,-3%,?,?,-25%,-16%,10%,3%

# The list is partial, so the mix of outcomes need not match the whole.
